Bioassay records deposited in PubChem by Sanford-Burnham Center for Chemical Genomics.
hIAP act – human IAP activators, primary screen, biochemical, luminescence, uHTS; Intestinal-type alkaline phosphatase (Homo sapiens), P09923; purified human IAP, CDP-Star luminescence, 30 min; active compounds read high; 1 = vehicle-only enzyme, 0 = enzyme-free background; activation factor at 10 µM; actives 0.16% (n = 330,000);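 active = activation factor of the enzyme at least 2-fold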; note: the source names both 10 and 20 µM as test concentration; values of inactives mirror those of a sister screen read the other way
SENP1 inh – human SENP1 catalytic domain inhibitors, primary screen, biochemical, FRET, uHTS; recombinant SENP1 catalytic domain, CyPet-SUMO1-YPet FRET cleavage; inhibition, % at 10 µM; actives 0.21% (n = 360,000); AID 624204, 2012;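 active = inhibition at least 30% at 10 µM, raw YFP signal under a set limit, fluorescence ratio 0.5 to 1.5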;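 note: 0% = enzyme with DMSO and 100% = no enzyme wells; some results filed as inactive read as strong as hits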
Target sequence (Q9P0U3 419-644 limits assumed): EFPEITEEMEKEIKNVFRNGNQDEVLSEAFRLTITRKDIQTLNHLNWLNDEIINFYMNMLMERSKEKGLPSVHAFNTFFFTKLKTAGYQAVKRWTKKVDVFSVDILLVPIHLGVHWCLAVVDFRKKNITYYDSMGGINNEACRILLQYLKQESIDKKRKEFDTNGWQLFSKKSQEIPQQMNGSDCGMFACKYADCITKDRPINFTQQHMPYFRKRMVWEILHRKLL
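System: Recombinant human SENP1 catalytic domain, His6-tagged | Incubation: Enzyme reaction for 50 min at room temperature, dark | Medium: Tris pH 8 with BME, BSA, NP40 and catalase | Also added: 25 nM SUMO1 FRET substrate | Compound: 10 µM single point, 0.5% DMSO | Measured by: FRET fluorescence in CFP and YFP emission channels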
ATG4B inh – ATG4B protease inhibitors, primary screen, biochemical, fluorescence, uHTS; Cysteine protease ATG4B (Homo sapiens), Q9Y4P1; actives 0.51% (n = 340,000); ATG4B cleavage of LC3-PLA2, NBD-HPC fluorescence, 1 h; inhibition, % at 8.33 µM; in the data active = inhibition above about 40%
SENP8 block – human SENP8 protease inhibitors, primary screen, biochemical, fluorescence, Nedd8 protein substrate, uHTS; Sentrin-specific protease 8 (Homo sapiens), Q96LD8; recombinant SENP8; inhibition, % at 20 µM; actives 0.64% (n = 360,000); in the data active = inhibition mostly above about 40%, no sharp cut-off; inactive = mostly below about 27%
Target sequence (Q96LD8 whole entry, looked up): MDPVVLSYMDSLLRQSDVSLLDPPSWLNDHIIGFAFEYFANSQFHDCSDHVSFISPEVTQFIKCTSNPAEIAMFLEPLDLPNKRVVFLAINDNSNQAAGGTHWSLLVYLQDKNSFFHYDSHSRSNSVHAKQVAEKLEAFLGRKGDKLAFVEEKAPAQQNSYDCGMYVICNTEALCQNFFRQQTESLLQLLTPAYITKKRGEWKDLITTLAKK
GRIN3A LBD mod – binders of NR3A ligand-binding domain, primary screen, biophysical, differential scanning fluorimetry, uHTS | Glutamate receptor ionotropic, NMDA 3A (GRIN3A) ligand-binding domain | NR3A LBD differential scanning fluorimetry, Tm shift; 0% = protein alone, 100% = glycine-bound protein | Tm shift relative to glycine control, % at 25 µM | actives 2.5% (n = 340,000);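 active = melting temperature shift of at least 10% of the positive control shift, at one fixed dose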
MPTP block – mitochondrial permeability transition pore inhibitors, primary screen, biochemical, isolated mouse mitochondria, absorbance; inhibition, % at 10 µM; AID 602449, 2012; actives 1.4% (n = 360,000); Ca2+ swelling absorbance, 30 min;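 active = inhibition of 50% or more, scaled per plate between neutral and stimulator controls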;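 note: 0% = DMSO wells given calcium and 100% = 1 mM EGTA wells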
PfG6PD inh – PfG6PD enzyme inhibitors, primary screen, biochemical, fluorescence intensity, uHTS; actives 0.78% (n = 350,000); PfGluPho enzyme, NADPH resazurin-diaphorase fluorescence; inhibition, % at 20 µM; glucose-6-phosphate dehydrogenase-6-phosphogluconolactonase (Plasmodium falciparum 3D7);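 active = inhibition reaching at least a set limit at 20 µM in the primary screen, cut at about 59% in these data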;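 note: 0% = DMSO wells with substrate and 100% = DMSO wells lacking glucose-6-phosphate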
SENP6 block – SENP6 protease inhibitors, primary screen, biochemical, luminescence, uHTS | inhibition, % at 10 µM | Sentrin-specific protease 6 (Homo sapiens), Q9GZR1 | Recombinant SENP6 catalytic domain, aminoluciferin luminescence | actives 1.8% (n = 330,000);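 active = inhibition above about 50% at the single tested dose, limit read from the data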;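 note: plate controls were DMSO wells with enzyme for no effect and DMSO wells lacking enzyme for full effect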
Target sequence (Q9GZR1 628-1112 limits assumed): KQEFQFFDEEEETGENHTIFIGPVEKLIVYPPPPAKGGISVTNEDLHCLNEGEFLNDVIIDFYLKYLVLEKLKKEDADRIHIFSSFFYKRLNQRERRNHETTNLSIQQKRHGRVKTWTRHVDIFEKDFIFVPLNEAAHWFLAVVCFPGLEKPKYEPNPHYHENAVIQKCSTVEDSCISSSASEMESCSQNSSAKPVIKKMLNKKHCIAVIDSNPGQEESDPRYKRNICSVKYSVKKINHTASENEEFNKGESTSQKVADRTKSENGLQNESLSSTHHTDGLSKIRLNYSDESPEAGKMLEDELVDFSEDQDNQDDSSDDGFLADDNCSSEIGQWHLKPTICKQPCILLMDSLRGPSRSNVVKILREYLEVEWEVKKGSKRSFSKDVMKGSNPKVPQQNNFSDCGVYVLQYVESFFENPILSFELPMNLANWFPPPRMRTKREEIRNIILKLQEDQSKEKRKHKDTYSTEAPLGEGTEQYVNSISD
* = called active by the depositor; . = no result given. The order is random; any-hit rate near 6.7%.

Each structure is followed by: hIAP act	MPTP block	SENP8 block	PfG6PD inh	SENP1 inh	GRIN3A LBD mod	ATG4B inh	SENP6 block
Cc1[nH]n(-c2ccccc2)c(=O)c1C=NC1CCCCC1
    0.99	-3.6	2	-3	-1	0	-7	-2
Cc1ccc(S(=O)(=O)N2CCCCC2C(=O)N2CCN(Cc3ccccc3)CC2)cc1 (configuration not stated)
    0.86	1.0	0	-2	0	-1	-11	3
Cc1cccc(Nc2nnc(-c3ccc(N4CCOCC4)c([N+](=O)[O-])c3)c3ccccc23)c1
    1.2	17	18	9	1	1	-10	-12
O=C(Oc1ccc(Cl)c2ccccc12)N1CCCCC1
    1.1	-1.7	14	2	3	0	25	8
COC(=O)[C@@H]1CCCN1C(=O)[C@@H](NC(=O)OC(C)(C)C)C(C)C
    1	0.1	4	-4	1	1	6	-2
O=C(c1cc2ccccc2o1)N1CCN(S(=O)(=O)/C=C/c2ccccc2)CC1
    1.1	0.0	3	12	0	-3	-10	-8
CCNC(=O)CC1S/C(=N/N=C(\C)c2ccccc2)NC1=O (configuration not stated)
    0.98	2.0	12	-17	2	-1	-10	-21
CCOC(=O)N1CCN(C2CCCN(C(=O)c3ccccc3N(C)C)C2)CC1 (configuration not stated)
    0.99	0.2	-21	0	0	4	-2	-14
COc1cc(C)ccc1OCCOc1c(C)cc(Cl)cc1Cl
    0.86	0.7	6	27	0	10*	-9	-6
O=C(O)Cn1c(SCc2cccc3ccccc23)nc2ccccc21
    1.2	-0.1	37	3	2	-1	3	-3
Cc1cccc2c(=O)n(C(=O)c3ccccc3)c(N)nc12
    .	0.4	16	57	0	.	.	.
Cc1cccc(C(=O)NC2CCN(CC(=O)Nc3cccc(Cl)c3)CC2)c1
    .	2.3	7	1	0	.	.	.
O=C(Nc1ccc(NC(=O)C23CC4CC(CC(C4)C2)C3)cc1)c1cc(F)c(F)cc1Cl
    1.1	5.6	5	-7	2	0	-4	-10
COc1ccc(Cl)cc1Nc1cc(C)nc2ncnn12
    .	0.1	12	4	-2	.	.	.
Cn1cnc([N+](=O)[O-])c1Oc1cccc2ccccc12
    1	-0.8	-21	-5	-1	-1	9	-20
CCc1ccc(-n2cnc3cc(C(=O)NCC(OC)OC)ccc32)cc1
    0.92	1.2	25	3	3	-2	-6	13
COc1ccc(CCNC(=O)COC(=O)CSc2ccc([N+](=O)[O-])cc2)cc1OC
    0.8	0.7	15	16	5	0	-15	-5
CCc1cccc(C)c1NC(=O)CSc1nnc(C)o1
    0.75	-2.5	7	2	-1	3	-7	-2
NC(=S)Nc1cccc2cc3ccccc3cc12
    0.88	3.9	-264	19	-33	-12	-14	61*
O=C(CN1CCCC1)NCC1(c2ccccc2)CCOCC1
    1.2	0.3	6	-19	1	0	-4	-10
O=C(Nc1c(C(=O)N2CCCCC2)cnn1-c1ccccc1)c1ccccc1F
    0.93	-0.7	-3	10	-2	-1	-10	-2
COc1cc(CCNC(=O)c2cnn3ccccc23)cc(OC)c1OC
    0.94	-1.4	-90	7	1	22*	-9	-6
Cc1ccc(-n2nc3c(=O)n(C(C)C(=O)NCCC4=CCCCC4)nc(C)c3c2C)cc1 (configuration not stated)
    0.98	4.6	1	20	-2	0	9	-2
CCN1CCN(c2cc(C)c3cc(NC(=O)c4cnccn4)ccc3n2)CC1
    1	0.2	13	3	-1	-1	-9	-9
O=C(CCn1c(=O)[nH]c2ccsc2c1=O)N1CCN(c2cccc(Cl)c2)CC1
    0.95	-0.3	22	-7	1	3	-5	-6
O=C(c1cc(S(=O)(=O)N2CCC3(CC2)OCCO3)ccc1F)N1CCCCC1
    0.99	1.3	7	-13	-2	-3	4	-20
C[C@@H]1CN([C@@H](C)CO)C(=O)c2cccc(NC(=O)c3nc4ccccc4s3)c2O[C@@H]1CN(C)CC1CC1
    1.1	12	-28	17	-2	-4	-8	-2
C=C1CCN([C@@H](CC(C)C)C(=O)NCc2cc(OC)c(OC)c(OC)c2)S(=O)(=O)c2ccccc21
    0.91	1.9	12	17	2	4	-17	-8
CCN(CC)Cc1c(O)ccc2c1O/C(=C\C=C\c1ccccc1)C2=O
    1.2	3.3	-288	23	-37	0	-9	9
COC(=O)C1=C(COc2ccc(C=O)cc2OC)NC(=O)NC1c1cc(C)ccc1C (configuration not stated)
    1	-0.7	5	19	-1	-16	1	-7

More records follow.
Each structure is followed by: hIAP act	MPTP block	SENP8 block	PfG6PD inh	SENP1 inh	GRIN3A LBD mod	ATG4B inh	SENP6 block
O=C(O)CC/C(=N/NC(=O)CNC(=O)c1ccc2c(c1)OCCO2)c1ccccc1
    1.2	-0.9	8	-12	1	-1	-9	5
Cn1c(N)c(C(=O)COC(=O)/C=C/c2cccc(F)c2)c(=O)n(C)c1=O
    0.98	-1.8	5	-9	1	1	-11	-6
CCOc1ccccc1NC(=O)n1ncc2c(C)cccc21
    1.1	-0.9	11	37	4	-1	1	1
Cc1nn(-c2ccccc2)c(C)c1C(=O)NCCc1ccc(Cl)cc1
    0.93	-1.4	5	-3	0	1	3	3
Cn1c(N)c(C(=O)CSc2nnc(NC3CCCCC3)s2)c(=O)n(C)c1=O
    0.97	-1.4	0	29	-1	-2	-4	-4
CCOc1ccccc1NC(=O)C(OC(=O)c1ccc(N(C)C)cc1)c1ccccc1 (configuration not stated)
    1	3.6	-15	4	1	-5	3	-3
CCOC(=O)[C@@H]1[C@H]2COc3ccccc3[C@@H]2N2C(=O)N(c3ccc(F)cc3)C(=O)[C@]12C
    1	0.8	9	-5	1	0	1	-2
C=CCn1c(NCc2ccccc2OC)nc2ccccc21
    1.2	0.9	12	-13	0	-3	6	7
O=C(c1ccc(Cl)c(S(=O)(=O)N2CCCCCC2)c1)N1CCCC1
    1.3	1.3	20	-8	1	-4	1	-20
CCOC(=O)C1(Cc2cccc(Cl)c2)CCCN(C(=O)c2c(CC)noc2C)C1 (configuration not stated)
    1.1	0.1	20	-13	1	2	-6	-20
COc1cc(NC(=O)[C@H](C)NC(=O)N2CCn3c2nc2ccccc23)cc(OC)c1
    1.5	-0.8	6	12	-2	-3	-8	0
O=C(c1ccco1)N1CCN(S(=O)(=O)c2ccc(Cl)cc2)CC1
    0.96	-0.5	20	-19	3	-4	-5	-15
CCCOc1ccc(C(=O)Nc2c[nH]c(=O)[nH]c2=O)cc1
    0.76	-1.3	10	9	3	-6	-3	19
COc1ccc(C2CC(c3ccc(Br)cc3)=NN2C(=S)Nc2ccccc2)cc1 (configuration not stated)
    1.1	3.5	9	18	-3	11*	-9	-18
COc1ccc(C(=O)Nc2cc3c(cc2C#N)OCO3)cc1S(=O)(=O)NCc1ccco1
    0.95	-1.6	8	4	-2	4	-11	-1
O=C(Nc1nnc(C(F)(F)F)s1)c1ccc(N2C(=O)C3C4C=CC(C4)C3C2=O)cc1 (configuration not stated)
    1.2	1.5	-69	-23	0	-2	-2	-31
CN(Cc1ccccc1)C(=O)c1ccccc1NC(=O)C1CC1
    1	0.8	4	7	0	0	-5	-8
CCN1CCN(C(=O)c2nn(-c3ccc(OC)cc3)c(=O)c3c2c2ccccc2n3C)CC1
    1	-1.2	-72	-6	0	0	-4	-8
Cc1ccc(S(=O)(=O)N2CCCCC2)cc1NC(=O)CN1CCCC1c1cccs1 (configuration not stated)
    .	-0.2	4	25	0	.	.	.
O=C(NCc1cc(F)cc(C(F)(F)F)c1)C1CCC(=O)N(C2CCCC2)C1 (configuration not stated)
    1.1	-0.7	-1	0	1	-1	4	18
CC(=O)Nc1ccc(S(=O)(=O)Nc2nnc(CC(C)(C)C)s2)cc1
    0.91	0.2	-6	39	-1	1	6	-17
Cc1ccc(C)c(C2=NNC(=O)CC2)c1
    1.1	1.6	15	8	1	5	-9	-20
COc1ccc2c(c1)c(/C=N/Nc1ccc(C(=O)O)cc1)c(C)n2C
    1	2.9	-387	23	-1	2	-9	-7
Cc1ccc(S(=O)(=O)CCC(=O)OCC(=O)N2c3ccccc3CC2C)cc1 (configuration not stated)
    1.1	0.4	12	-1	1	1	-2	-14
Cc1ccc(S(=O)(=O)N2CCCC2c2nc3ccccc3s2)cc1 (configuration not stated)
    0.91	-0.2	25	24	-2	1	-1	5
CCOC(=O)c1sc2nc(COC(=O)c3c(F)cccc3F)[nH]c(=O)c2c1C
    0.96	1.1	-152	10	25	-14	-3	-11
Cc1cc2cc3c(cc2nc1SCC(=O)N1c2ccccc2CC1C)OCO3 (configuration not stated)
    1	2.2	-6	3	1	4	-1	0
C#CCSc1nnc(-c2sc(-c3ccccc3)nc2C)n1C
    1.1	2.4	-279	-2	1	-6	-1	5
O=C(NCc1cccnc1)c1cn(-c2ccccc2)nc1-c1ccccc1
    0.93	0.0	16	-5	3	-1	4	10
CCCCc1c(O)nc(SCC(=O)N2CCOCC2)n(-c2ccccc2OC)c1=O
    1.1	0.5	10	-6	1	-4	1	26

Following part
Each structure is followed by: hIAP act	MPTP block	SENP8 block	PfG6PD inh	SENP1 inh	GRIN3A LBD mod	ATG4B inh	SENP6 block
O=C(c1cc(Cl)nc2ccccc12)N1CCN(Cc2ccc3c(c2)OCO3)CC1
    1.1	-1.3	-12	2	-3	0	-9	-10
O=C(O)c1cc(N/N=C/c2ccncc2)ccc1Cl
    1	1.8	-208	-22	0	1	2	60*
Cc1cc(=O)oc2ccc(OC(=O)CN3C(=O)c4cccc([N+](=O)[O-])c4C3=O)cc12
    1	-2.1	-82	9	-48	-1	5	5
Cc1noc(C)c1NC(=O)Nc1ccc2c(c1)C(=O)N([C@H](C)CO)C[C@H](C)[C@@H](CN(C)C(=O)Nc1ccccc1)O2
    0.93	-2.2	1	22	4	0	.	5
COc1ccc(C2Nc3ccccc3C(=O)N2Cc2ccccc2)cc1OC (configuration not stated)
    1.2	0.6	-435	-2	-1	-1	3	4
COc1ccc(Nc2ncnc3c2cnn3-c2ccccc2)cc1OC
    0.94	-1.7	-72	-1	1	0	0	-6
O=C(CSc1ncn(-c2ccccc2)n1)Nc1ccc2c(c1)OCO2
    0.94	1.8	14	13	2	13*	-10	-5
CCN(CC)c1ccc(C(=O)OCC(=O)Nc2ncccn2)cc1
    1.1	-0.9	-44	-12	1	1	2	1
C=CCn1c(SCC(=O)N2CCc3ccccc3C2)nc2ccccc2c1=O
    1	1.5	6	4	2	0	3	-22
Cc1cc(C)cc(NC(=O)CSc2nnnn2-c2cccnc2)c1
    0.95	0.3	7	13	-1	2	-9	-1

Complete entries, looked up by structure.
Cc1cc(C)cc(NC(=O)CSc2nnnn2-c2cccnc2)c1 in the list: hIAP act: 0.95; MPTP block: 0.3; SENP8 block: 7; PfG6PD inh: 13; SENP1 inh: -1; GRIN3A LBD mod: 2; ATG4B inh: -9; SENP6 block: -1
C=CCn1c(SCC(=O)N2CCc3ccccc3C2)nc2ccccc2c1=O in the list: hIAP act: 1; MPTP block: 1.5; SENP8 block: 6; PfG6PD inh: 4; SENP1 inh: 2; GRIN3A LBD mod: 0; ATG4B inh: 3; SENP6 block: -22
Cc1noc(C)c1NC(=O)Nc1ccc2c(c1)C(=O)N([C@H](C)CO)C[C@H](C)[C@@H](CN(C)C(=O)Nc1ccccc1)O2 in the list: hIAP act: 0.93; MPTP block: -2.2; SENP8 block: 1; PfG6PD inh: 22; SENP1 inh: 4; GRIN3A LBD mod: 0; ATG4B inh: .; SENP6 block: 5
